Screening results from PubChem BioAssay.
Scp1 inh = Scp-1 phosphatase inhibitors, primary screen, biochemical, colorimetric, uHTS. Recombinant Scp1, phosphopeptide, malachite green phosphate absorbance. inhibition, % at 20 µM. 0.88% of 340,000 active. AID 493091, 2011;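 active = inhibition above about 50% at 20 µM, limit read from the data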;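 note: plate controls were DMSO wells with enzyme for no effect and wells lacking enzyme for full effect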
Target sequence (Q9GZU7 76-261 limits assumed): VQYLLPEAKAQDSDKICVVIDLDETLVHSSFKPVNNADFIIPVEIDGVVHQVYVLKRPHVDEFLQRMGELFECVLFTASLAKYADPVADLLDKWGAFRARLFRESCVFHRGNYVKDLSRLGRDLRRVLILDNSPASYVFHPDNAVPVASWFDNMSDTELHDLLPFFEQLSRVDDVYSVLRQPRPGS
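assay system = SCP-1 phosphatase catalytic domain, residues 76-261 | buffer or medium = 50 mM Tris acetate pH 5.5, 0.005% Tween-20, 10 mM MgCl2 | incubation = enzyme reaction 45 min at room temperature, colour 5 min, stabilisation 30 min | signal = Phosphate-binding colour reagent, absorbance read at 630 nm | measure = % inhibition at 20 µM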
LMPTP block = LMPTP phosphatase inhibitors, primary screen, biochemical, fluorescence intensity, uHTS | Low molecular weight phosphotyrosine protein phosphatase (Homo sapiens), P24666 | recombinant LMPTP-A, OMFP fluorogenic substrate | inhibition, % at 20 µM | 0.22% of 360,000 active;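 active = compounds that cut the enzyme signal by at least half of the control window in the single-dose screen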;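 note: plate controls were DMSO wells with enzyme plus substrate for no effect and substrate without enzyme for full effect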
Target sequence (P24666 whole entry, looked up): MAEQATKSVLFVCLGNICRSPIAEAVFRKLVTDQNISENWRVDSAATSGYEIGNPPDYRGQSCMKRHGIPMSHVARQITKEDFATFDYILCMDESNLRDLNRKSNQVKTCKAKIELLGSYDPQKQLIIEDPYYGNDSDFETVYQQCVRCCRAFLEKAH
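material = LMPTP-A | quantity = 0.625 nM enzyme | reagent = OMFP substrate, 400 µM final | buffer or medium = Bis-Tris pH 6.0, DTT, detergent | detection = endpoint fluorescence intensity from OMFP dephosphorylation | dosing = single 20 µM dose | read-out basis = % inhibition relative to no-enzyme and uninhibited control wells | control set = no-enzyme and uninhibited controls | timing = 50 min at room temperature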
DNMT1 block = human DNMT1 methyltransferase inhibitors, primary screen, biochemical, molecular beacon, fluorescence, HinP1I cleavage, uHTS | inhibition (reported as % activation of signal), % at 10 µM | 0.83% of 360,000 active; in the data active = inhibition above about 50%
NadD inh = inhibitors of S. aureus NadD, primary screen, biochemical, colorimetric, uHTS | AID 602399, 2012 | 0.78% of 360,000 active | inhibition, % at 20 µM | purified NadD enzyme, colorimetric absorbance read-out | Nicotinate-nucleotide adenylyltransferase NadD (Staphylococcus aureus N315); in the data active = inhibition above about 26%; note: some compounds past the cut are filed as inactive
Rpn11 block = Rpn11 (PSMD14) deubiquitinase inhibitors, primary screen, biochemical, fluorescence polarization, uHTS; 26S proteasome non-ATPase regulatory subunit 14 (Homo sapiens), O00487; 0.59% of 360,000 active; calls only at 20 µM; human 26S proteasome, Ub4-pepOG fluorescence polarization; 20S core pre-blocked with epoxomicin;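 active = inhibition at 20 µM, scaled to each plate's controls, above about 33%, limit read from the data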
MT1-MMP act inh = blockers of MT1-MMP proenzyme processing, primary screen, HT1080 RFP-PRO-GFP cells, GFP/RFP fluorescence; AID 651647, 2012; GFP/RFP ratio fluorescence, overnight; percent of plate control window, DMSO zero; 0.061% of 360,000 active; GFP/RFP ratio change, % at 20 µM; Matrix metalloproteinase-14 (Homo sapiens), P50281;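 active = GFP/RFP ratio change of at least 30% with cell ATP level not reduced by more than half and red fluorescence within 50% of control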; note: strong numbers were not always called active
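system = RFP-PRO-GFP reporter HT1080 cells | dosing = 20 µM single dose, 1% DMSO | timing = overnight cell settling, then overnight compound exposure, 37 °C, 5% CO2 | read-out basis = GFP/RFP fluorescence ratio | controls = DMSO and RFP-L50D-GFP cell wells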
CendR NRP1 mod = modulators of CendR peptide binding to NRP-1, primary screen, biochemical, fluorescence polarization, uHTS | Neuropilin-1 (Homo sapiens), O14786 | FAM-RPARPAR peptide binding to NRP-1 | inhibition, % at 25 µM | 0.85% of 360,000 active;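 active = inhibition or corrected inhibition above about 18%, plus a signal ratio from 0.5 to 1.5, limit read from the data, passing the limit was not always enough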; note: strong numbers were not always called active
SUMO1 PPI mod = modulators of SUMO1 protein-protein interactions, primary screen, biochemical, uHTS; Small ubiquitin-related modifier 1 (Homo sapiens), P63165; SUMO1 binding to a labelled peptide, TR-FRET, 1 h; inhibition, % at 20 µM; 0.33% of 360,000 active; AID 602429, 2012; in the data active = inhibition above about 37%
SKN-1 block = suppressors of acrylamide-induced Pgst-4::GFP reporter in worms, primary screen, SKN-1 inhibitor project, whole organism, uHTS, GFP/RFP fluorescence ratio, strain VP596; C. elegans VP596 Pgst-4::GFP/RFP ratio, 24 h; inhibition, % at 21.8 µM; 0.49% of 360,000 active; AID 624304, 2012;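 active = interference check ratio from 0.5 to 1.5 plus GFP to RFP signal ratio inhibition reaching or exceeding a fixed threshold, cut at about 30% in these data, passing the limit was not always enough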; note: some compounds called inactive have numbers as strong as hits
STEP block = STEP phosphatase inhibitors, primary screen, biochemical, fluorescence intensity, uHTS | Tyrosine-protein phosphatase non-receptor type 5 (Homo sapiens), P54829 | recombinant STEP, OMFP fluorogenic substrate | inhibition, % at 20 µM | 0.25% of 360,000 active | AID 588621, 2011;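 active = inhibition at 20 µM, scaled per plate between control wells, above about 37%, limit read from the data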;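 note: 0% = DMSO with enzyme and substrate and 100% = substrate only without enzyme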
Target sequence (P54829 whole entry, looked up): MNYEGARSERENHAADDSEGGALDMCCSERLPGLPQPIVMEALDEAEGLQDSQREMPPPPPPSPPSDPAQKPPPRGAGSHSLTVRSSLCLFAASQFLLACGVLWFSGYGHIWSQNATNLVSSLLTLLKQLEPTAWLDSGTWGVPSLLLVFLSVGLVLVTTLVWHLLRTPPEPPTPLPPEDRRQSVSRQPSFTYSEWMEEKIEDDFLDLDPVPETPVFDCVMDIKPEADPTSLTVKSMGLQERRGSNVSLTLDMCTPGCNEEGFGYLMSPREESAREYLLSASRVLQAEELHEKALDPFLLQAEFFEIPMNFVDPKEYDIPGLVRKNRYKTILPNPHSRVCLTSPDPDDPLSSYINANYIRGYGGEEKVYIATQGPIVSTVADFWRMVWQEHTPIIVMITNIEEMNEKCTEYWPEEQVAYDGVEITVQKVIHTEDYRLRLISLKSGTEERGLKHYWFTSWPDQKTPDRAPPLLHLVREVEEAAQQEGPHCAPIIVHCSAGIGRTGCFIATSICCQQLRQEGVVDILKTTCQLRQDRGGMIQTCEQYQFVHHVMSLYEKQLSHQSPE
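medium = Bis-Tris buffer pH 6.0, 2.5 mM DTT, 0.005% Tween 20 | test system = STEP (striatal-enriched tyrosine phosphatase) enzyme, cell-free | measure = normalized % inhibition | compound dosing = 20 µM, 1% DMSO | also added = 25 µM OMFP | schedule = reaction 20 min, ambient temperature | measured by = fluorescence read at 480 nm ex / 540 nm em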
Numbers without * were called inactive; i = inactive; / = not tested or not shown.

mol	Scp1 inh	LMPTP block	DNMT1 block	NadD inh	Rpn11 block	MT1-MMP act inh	CendR NRP1 mod	SUMO1 PPI mod	SKN-1 block	STEP block
O=C1CCC(=O)N1c1ccc(S(=O)(=O)Nc2cccc(Br)c2)cc1	-7	-1.9	1	-5	i	2	3	-1	8	-2
COc1cccc(CN(C(=O)c2cccs2)C2CCS(=O)(=O)C2)c1 (stereo not drawn)	-3	-0.1	0	1	i	-1	0	-9	14	-3
COc1ccc(NC(=O)C2CC(=O)N(c3ccccc3F)C2)cc1S(=O)(=O)N1CCCCC1 (stereo not drawn)	/	-0.2	-1	2	i	3	4	5	0	-2
CCOC(=O)C1CCN(S(=O)(=O)c2ccc(NC(=O)OC)cc2)CC1	-5	0.1	2	-11	i	3	-16	-1	-8	1
O=C(CCC(=O)N1CCN(C(=O)c2ccco2)CC1)c1ccc(F)cc1	-1	-1.0	3	-6	i	-1	2	0	0	1
CCOC1=C2CN(S(=O)(=O)c3ccc(C)cc3)[C@H](c3ccccc3)C[C@@H]2N(S(=O)(=O)c2ccc(Br)cc2)[C@H](c2ccccc2)C1	/	0.7	9	14	i	13	4	0	10	3
O=C(Cn1c(NCCO)nc2ccccc21)c1ccc([N+](=O)[O-])cc1	-2	8.0	-2	0	i	1	14	-33	-2	-1
COc1ccc([C@H]2CC(=O)C=C(c3cccc(Br)c3)C2)cc1OC	-14	3.7	-2	-8	i	-5	17	-20	9	1
COc1ccc(N(CC(=O)N2CCOCC2)S(=O)(=O)c2ccccc2)cc1Cl	-7	-1.4	2	3	i	-2	-6	-1	6	-2
CCOC(=O)Nc1cccc(Nc2ccccc2)c1	-7	0.4	-11	2	i	7	-1	-1	-15	4
CCCn1c(SCc2ccc(Cl)cc2)nc2c1c(=O)[nH]c(=O)n2C	-2	-2.0	-2	-2	i	-1	3	1	0	0
Cc1cc(O)c(C(C)C)cc1NC(=O)Nc1ccc([N+](=O)[O-])cc1	-7	-0.7	1	-5	i	-1	-4	-20	44*	4
OC(CNCC1CCCO1)Cn1c2ccccc2c2ccccc21 (stereo not drawn)	8	0.6	2	-5	i	1	12	0	7	0
COc1ccc(OC)c(C(O)c2nc3ccccc3n2C(C)C)c1 (stereo not drawn)	-3	-0.9	2	3	i	2	-11	0	-20	-3
O=C(Nc1ccc2ccccc2c1)NC1CCS(=O)(=O)C1 (stereo not drawn)	-7	-1.5	-2	2	i	-1	-1	-4	9	1
O=C(O)CCn1[nH]c(=O)c2ccccc2c1=O	-1	-0.2	3	-2	i	0	8	-2	-7	2
Cc1cc(NC(=O)C(C)SCC(=O)OCC(=O)N(Cc2ccccc2)C(C)(C)C)no1 (stereo not drawn)	-2	-0.8	3	-1	i	3	3	0	0	-1
COc1cc(C)nc(N(Cc2ccccc2)S(=O)(=O)c2ccccc2)n1	-12	0.4	4	-1	i	-1	-5	0	-13	2
COc1ccc(NC(=O)CSc2nncn2N)c(OC)c1	-10	-1.0	0	3	i	1	-3	-2	4	-3
CCOC(=O)CCNC(=O)N1CCCC(CCC(=O)N(C)CCc2ccccn2)C1 (stereo not drawn)	2	-1.6	3	0	i	-3	6	1	-3	-4

Grouped by structure, the compounds so far containing an aryl thioether with sulfur outside any ring
mol	Scp1 inh	LMPTP block	DNMT1 block	NadD inh	Rpn11 block	MT1-MMP act inh	CendR NRP1 mod	SUMO1 PPI mod	SKN-1 block	STEP block
CCCn1c(SCc2ccc(Cl)cc2)nc2c1c(=O)[nH]c(=O)n2C	-2	-2.0	-2	-2	i	-1	3	1	0	0
COc1ccc(NC(=O)CSc2nncn2N)c(OC)c1	-10	-1.0	0	3	i	1	-3	-2	4	-3

Additional compounds.
mol	Scp1 inh	LMPTP block	DNMT1 block	NadD inh	Rpn11 block	MT1-MMP act inh	CendR NRP1 mod	SUMO1 PPI mod	SKN-1 block	STEP block
O=C1CC(N(O)c2ccccc2)C(=O)N1Cc1ccccc1 (stereo not drawn)	0	1.6	-1	1	i	-1	-16	2	1	14
CCOc1ccc(S(=O)(=O)NCC(c2ccc3c(c2)OCO3)N2CCN(C)CC2)cc1 (stereo not drawn)	-1	-1.6	2	-10	i	-1	-3	-4	-19	2
CS(=O)(=O)C1=NN2C(=N)/C(=C\c3ccc(OC(=O)c4ccco4)cc3)C(=O)N=C2S1	34	2.1	10	4	i	-4	-39	-5	-5	4
O=C1CCCN1c1ccc(S(=O)(=O)NCc2ccco2)cc1	0	-1.0	0	4	i	-2	5	-1	5	-4
O=C(Cn1c(C(F)(F)F)nc2ccccc21)N/N=C/c1ccco1	-7	0.1	2	-1	i	3	1	-1	1	0
CC1(C(=O)NS(=O)(=O)c2ccc(Cl)s2)CCN1C(=O)C1(c2ccccc2)CCCC1 (stereo not drawn)	/	-2.0	4	1	i	-10	2	4	-20	-2
N#CCCN(Cc1cccnc1)C(=S)Nc1ccc(OC(F)F)cc1	-1	-1.1	-1	-11	i	4	8	4	2	2
CC1CN(C(=O)/C=C/c2ccc([N+](=O)[O-])s2)CC(C)O1 (stereo not drawn)	-6	-0.9	-2	-1	i	-4	15	-18	2	-1
Cc1ccc(C(=O)N2CC(=O)NC(=O)C2)cc1	5	-0.6	-2	0	i	1	1	3	17	-1
CCOC(=O)c1nc(Nc2ccc(Nc3ccccc3)cc2)c2ccccc2n1	5	5.2	-15	16	i	10	-1	3	-7	0
CSc1ccccc1C(=O)OCC(=O)Nc1c(C)n(C)n(-c2ccccc2)c1=O	/	-1.2	5	1	i	0	1	-1	5	0
CCOC(=O)C1CCN(S(=O)(=O)c2c(C)noc2C)CC1	-5	1.0	0	0	i	-1	11	-1	-1	-2
c1ccc(C2c3[nH]c4ccccc4c3CCN2Cc2cccn2-c2cccnc2)nc1 (stereo not drawn)	-4	1.6	-32	10	i	-3	-2	-8	19	4
COc1ccccc1NC(=O)COC(=O)c1ccc2c(c1)nc(C)n2-c1ccccc1	-4	-0.6	-9	3	i	1	2	1	9	0
CCOC(=O)C1=C(C)NC(SCC(=O)O)=C(C#N)C1c1ccco1 (stereo not drawn)	4	-3.4	2	0	i	3	4	1	-11	-6
CN(C)c1ccc(/C=C/C=N/Nc2nc(N3CCOCC3)nc(N3CCOCC3)n2)cc1	-6	1.3	-3	0	i	-7	-3	-13	7	2
CCC(CC)C(=O)Nc1ccc(Cl)c(Cl)c1	-22	0.3	-5	-9	i	-2	18	5	7	0
COc1ccc(NC(=O)CSc2nc3ccccc3nc2N2CCOCC2)c(OC)c1	-12	0.9	-5	-6	i	-2	-2	-2	-8	2
CCC1(CC)Cc2ccccc2C(N)=C1C#N	-4	-1.5	-3	3	i	3	3	-10	9	-2
CCn1nc(C)c(NC(=O)c2ccc(Cl)cc2)c1C	-14	0.3	2	-5	i	-3	3	-4	-8	0
Cc1oc(-c2ccccc2Cl)nc1CS(=O)CC(=O)NCc1cccs1 (stereo not drawn)	-4	-0.5	-1	2	i	-2	-7	3	6	-1
O=C(NCc1ccccc1)c1cnc2n(c1=O)CCS2	-3	-0.2	2	-1	i	-2	7	-2	-25	0
COC(=O)CN1C(=S)N(c2ccc(Cl)cc2)C(=O)C1CC(=O)Nc1ccc(F)cc1 (stereo not drawn)	-12	1.1	-1	-9	i	1	-11	10	4	-3
O=C(CSc1nnc(-c2c[nH]c3ccccc23)o1)c1ccc(-c2ccccc2)cc1	-6	1.5	5	17	i	9	-8	-4	-6	-3
CCCCn1c(SCC(=O)N2CCCC2)nc2cc(S(N)(=O)=O)ccc21	-2	-0.9	-1	-10	i	2	-5	1	0	7
O=C(O)c1ccc2c(=O)n3c(nc2c1)/C(=C/c1ccccc1C(F)(F)F)CCCC3	-1	-0.7	1	-2	i	-1	5	-1	8	-3
COc1ccccc1N(Cc1ccccc1)S(=O)(=O)c1cccc(C(=O)Nc2ccc(C)cn2)c1	5	4.1	-2	12	i	-8	-1	6	14	1
CCOC(=O)C1CCN(c2nc3c(C)cccn3c(=O)c2/C=C(\C#N)S(=O)(=O)c2ccccc2)CC1	-21	4.5	-3	9	i	1	-38	-5	8	2
CCN(CC)S(=O)(=O)c1cc(-c2nn(C)c(=O)c3ccccc23)ccc1C	46	2.2	29	-6	i	6	0	-1	-28	6
Nc1nc2ncc(CNc3ccc(C(=O)N[C@@H](CCC(=O)O)C(=O)O)cc3)nc2c(=O)[nH]1	4	0.2	1	1	i	-3	-18	0	-1	1
